CFTR F508del cor: correctors of CFTR F508del function in bronchial epithelial cells; CFBE cells, YFP halide quenching; stimulated with forskolin plus potentiator P3; % fluorescence drop versus neutral controls; activity (quench increase), % at 7.58 µM; hit rate 0.36% among 350,000;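 active means mean added fluorescence quench of at least 8% versus neutral control, with both replicates also reaching 8%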;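 further: cells transiently co-express mutant CFTR-F508del with the halide-sensitive YFP; corrector assay measuring rescue of mutant channel to the surface after 24 h compound exposure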
RAD52 anneal inh: RAD52 (human) annealing inhibition; hit rate 0.46% among 360,000; inhibition, % at 18.7 µM; AID 651710; recombinant RAD52 DNA annealing, FRET fluorescence;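 active means every replicate showing at least 50% inhibition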
INS-1E GSIS act: GLuc luminescence reporter in INS-1E cells, primary screen for activators of glucose-dependent secretion of insulin. hit rate 0.61% among 370,000. INS-1E GLuc reporter insulin secretion, 2-3 h. activation, % at 16.6 µM;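 active means lowest replicate activation of at least 40%, so every replicate reaches that level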;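 further: 0% = median of neutral control wells and 100% = median of IBMX positive control wells; some compounds called inactive have numbers as strong as hits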
ARNT TACC3 PPI: ARNT/TACC3 interaction disruption; AlphaScreen His-ARNT PAS-B/GST-TACC3 binding, luminescence; TACC3 fragment carries E629A point mutation; hit rate 0.66% among 390,000; AID 623870; inhibition, % at 9.99 µM;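 active means mean inhibition of replicates at least 50% and at least half of replicates each reaching 50%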;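 further: 0% = complete ARNT plus TACC3 wells and 100% = ARNT alone without TACC3; many hits fall short of the cut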
RAD54 inh: blocks human RAD54 Holliday junction branch migration. Q92698. FAM/BHQ fluorescence. inhibition, % at 10.4 µM. hit rate 0.14% among 360,000. AID 602329;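 active means mean normalized replicate activity at least 40 and at least half of replicates scoring 40 or more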;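 further: 0% = median of neutral control wells and 100% = median of positive control wells; inhibitors cause a drop in the FAM fluorescence signal; in these data hits start at about 50%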
esBAF inh: inhibitors of esBAF chromatin remodeling in mouse ES cells; Bmi1-luciferase knock-in reporter, 24 h; 100% = twice the neutral-well signal; reporter increase, % at 12.5 µM; hit rate 2% among 350,000; in the data active means activation above about 40%;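 further: 0% = median of the plate's neutral control wells and 100% = double that signal; a rise in the Bmi1 reporter signal indicates esBAF inhibition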
XiGFP reactiv: X-chromosome reactivation activator; hit rate 0.055% among 360,000; XiGFP mouse fibroblasts, % GFP-positive cells imaging, 3 d; cells co-treated with 5-aza-dC sensitizer; scaled so ellipticine positive control = 100%; activation, % at 7.58 µM;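 active means mean normalized replicate activation at least 10% and every replicate at or above 10%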;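 further: 0% = median of on-plate neutral control wells and 100% = ellipticine 6 µM median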
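assay system = SV40-immortalized XiGFP fibroblast cells, line 68-5-11 | buffer or medium = DMEM plus 5-aza-dC sensitizer | doses = single-point pinned compound dosing | times = 3-day compound exposure, then 15 min fixation at room temperature | benchmarks = positive control ellipticine, 6 µM final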
ERAP1 inh: blocks human ERAP1 aminopeptidase activity. Q9NZ08. AID 652197. hit rate 0.15% among 340,000. inhibition, % at 10.7 µM. recombinant ERAP1, Leu-AMC fluorescence, 60 min;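 active means mean replicate inhibition of at least 30%, or all replicates individually reaching that 30% level; inactive means mean below 30% and not every replicate reaching it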;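 further: 0% = neutral control wells and 100% = L-leucinethiol positive control wells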
Target sequence (Q9NZ08 whole entry, looked up): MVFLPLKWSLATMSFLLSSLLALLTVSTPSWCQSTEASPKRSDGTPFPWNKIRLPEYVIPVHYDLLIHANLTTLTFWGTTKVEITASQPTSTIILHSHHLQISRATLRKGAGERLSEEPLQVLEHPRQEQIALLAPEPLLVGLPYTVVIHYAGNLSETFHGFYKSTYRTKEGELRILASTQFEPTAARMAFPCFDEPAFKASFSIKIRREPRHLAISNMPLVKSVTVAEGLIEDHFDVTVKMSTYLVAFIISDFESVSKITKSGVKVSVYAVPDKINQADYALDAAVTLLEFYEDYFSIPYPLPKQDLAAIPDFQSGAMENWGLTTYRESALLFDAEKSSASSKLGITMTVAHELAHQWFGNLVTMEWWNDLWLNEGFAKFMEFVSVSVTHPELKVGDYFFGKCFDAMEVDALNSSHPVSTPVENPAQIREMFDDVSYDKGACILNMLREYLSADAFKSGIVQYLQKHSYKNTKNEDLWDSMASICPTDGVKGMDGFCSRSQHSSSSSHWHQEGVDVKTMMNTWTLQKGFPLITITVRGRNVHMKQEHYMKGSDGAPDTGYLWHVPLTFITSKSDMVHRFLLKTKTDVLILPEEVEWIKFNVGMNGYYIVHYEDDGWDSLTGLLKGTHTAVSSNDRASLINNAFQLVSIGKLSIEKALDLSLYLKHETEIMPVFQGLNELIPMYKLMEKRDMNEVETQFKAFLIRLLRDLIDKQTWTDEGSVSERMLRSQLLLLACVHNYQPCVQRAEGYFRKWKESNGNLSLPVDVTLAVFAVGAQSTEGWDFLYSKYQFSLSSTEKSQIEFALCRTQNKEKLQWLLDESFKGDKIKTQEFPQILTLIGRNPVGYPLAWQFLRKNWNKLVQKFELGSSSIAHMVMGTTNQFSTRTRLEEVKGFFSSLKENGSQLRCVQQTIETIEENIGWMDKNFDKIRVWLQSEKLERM
* hit, by the source's call; . = not tested or not shown.

SMILES	CFTR F508del cor	RAD52 anneal inh	INS-1E GSIS act	ARNT TACC3 PPI	RAD54 inh	esBAF inh	XiGFP reactiv	ERAP1 inh
COc1ccc2c(c1)CCCN2C(N)=O	-0.6	-8.7	-0.9	1.9	-3.2	13.8	.	11.1
CC(NC(=O)CN(C)CC(=O)Nc1ccc(Cl)c(C(F)(F)F)c1)c1ccccc1 (centres undefined)	2.1	-5.0	-28.3	-13.9	-2.3	-7.9	0.0	0.1
O=C(c1ccc(-n2cccn2)cc1)N1CCc2ccccc2C1	-1.2	-10.3	8.2	-11.6	-7.0	.	0.2	.
Cc1ccc(S(=O)(=O)NC(C)(C)CSc2ccccn2)cc1	.	.	23.1	-12.3	-1.8	.	0.6	.
CCCNC(=O)C[C@@H]1C[C@@H]2c3cc(NC(=O)C4CCOCC4)ccc3O[C@@H]2[C@H](CO)O1	-1.8	10.6	10.0	-5.0	0.6	-3.0	0.3	0.8
CC1CN(S(=O)(=O)c2csc(C(=O)Nc3ccccc3)c2)CC(C)O1 (centres undefined)	-1.3	-18.4	-10.3	-3.7	2.3	2.4	0.0	-2.1
COc1ccc(C)cc1NC(=O)CCCN1C(=O)CCC1=O	-0.1	-12.4	.	.	-5.0	5.2	.	-3.3
CCCC(=O)Nc1ccc2c(c1)OC[C@H](C)N(Cc1ccccn1)C[C@H](C)[C@H](OC)CN(C)C2=O	3.5	12.5	-5.0	6.3	-0.5	1.3	0.2	13.1
C[C@@H]1CCCCO[C@@H](CN(C)S(=O)(=O)c2ccc(Cl)cc2)[C@H](C)CN([C@@H](C)CO)C(=O)c2cc(NC(=O)c3ccccc3)ccc2O1	-0.8	-46.6	0.0	8.6	-3.5	5.8	-0.5	2.7
Cc1ccn(C(C)CC(=O)Nc2ccc(-c3ccno3)cc2)n1 (centres undefined)	-1.2	-7.1	30.9	-5.7	-0.2	-3.4	0.0	-2.6
COC(=O)c1c(-c2ccccc2OC)sc2ccccc12	0.1	-3.0	-5.6	-9.1	-1.2	-6.5	0.0	-1.2
CN(C)Cc1c(C#N)c2ccccc2n1C	.	.	-1.3	-6.2	-5.0	-5.4	.	.
Cc1ccc(S(=O)(=O)N(C)C[C@H]2Oc3c(NS(C)(=O)=O)cccc3C(=O)N([C@H](C)CO)C[C@H]2C)cc1	-2.2	-2.9	16.0	-3.0	4.0	0.7	0.4	3.6
O=S(=O)(c1ccc(F)cc1)N1CCCCN2[C@H](CO)[C@@H](c3ccc(C#CC4CCCC4)cc3)[C@H]2C1	-1.7	16.4	.	5.0	0.3	.	.	6.0
Oc1ccc(NC(=S)Nc2ccc(F)cc2)cc1	-0.7	-7.7	.	.	-0.5	2.8	-0.1	3.3
C=CCNc1nc(Nc2ccc([N+](=O)[O-])cc2)nc(OC)n1	.	.	-10.3	8.1	1.9	2.6	0.0	.
COc1ccc(CN(C)C[C@H]2Oc3ccc(NC(=O)NC(C)C)cc3C(=O)N([C@@H](C)CO)C[C@@H]2C)cc1	2.4	-1.4	13.1	0.8	10.3	1.0	-1.0	0.6
O=C(Nc1ccnn1C1CCN(C2CCOCC2)CC1)c1cccc(F)c1	0.8	-5.7	10.2	-2.8	8.4	-1.6	0.0	-4.5
CS(=O)(=O)N1CCC(C(=O)NCCC2=CCCCC2)CC1	.	.	18.2	-1.6	-6.5	4.3	.	.
CN1C(=O)c2cccc3c(Br)ccc(c23)C1=O	-1.5	-7.9	.	.	-4.5	.	0.0	-2.5
CC(C)NC(=O)N1[C@@H](CO)[C@@H]2c3ccccc3N(C(=O)Nc3ccc(F)cc3)C[C@@H]21	-2.7	7.1	0.8	2.5	6.5	3.9	0.3	-0.6
COc1ccc2c3c([nH]c2c1)[C@@H](CO)N(C(=O)c1ccccn1)CC31CN(C(=O)C2CCCC2)C1	2.1	-2.7	8.7	.	.	.	0.4	2.5
COc1ccc(N2CC(C(=O)Nc3cccc(S(=O)(=O)N4CCCC4)c3)CC2=O)c(OC)c1 (centres undefined)	1.7	-16.2	-21.9	6.1	-2.8	-1.5	0.0	2.0
O=C(c1ccccc1Cl)N1CCN(S(=O)(=O)c2cccs2)CC1	2.9	-6.5	-6.4	-2.8	-1.3	-4.5	0.2	1.8
CC(/C=N/NC(=O)c1nnn(-c2nonc2N)c1C)=C\c1ccccc1	-0.8	-15.2	-2.2	-18.3	6.3	7.0	0.0	0.1
Following part.
SMILES	CFTR F508del cor	RAD52 anneal inh	INS-1E GSIS act	ARNT TACC3 PPI	RAD54 inh	esBAF inh	XiGFP reactiv	ERAP1 inh
Cc1cc(C(=O)CN2c3cccc4cccc(c34)S2(=O)=O)c(C)n1C	-5.1	-31.2	.	-4.7	-9.9	-0.5	0.1	1.2
COc1cc(C(=O)Nc2nnc(C(C)(C)C)s2)c([N+](=O)[O-])cc1OC	.	0.9	-5.2	-1.7	-1.2	-7.8	0.8	1.5
CCCC#Cc1ccc2c(c1)O[C@H](CN(C)C(=O)COC)[C@H](C)CN([C@@H](C)CO)S2(=O)=O	-0.7	3.0	3.9	0.3	-7.2	-0.5	-0.5	0.3
C[C@H]1CN([C@@H](C)CO)C(=O)Cc2cc(NC(=O)Cc3cn(C)c4ccccc34)ccc2O[C@@H]1CN(C)C(=O)NC1CCCCC1	-3.0	-7.6	-0.1	2.4	1.1	-4.2	0.0	-1.3
CNc1nc(Oc2ccc3sc(C)nc3c2)c2sccc2n1	1.7	-2.3	25.7	.	2.5	.	-0.1	-1.4
CCOc1cc(CNCc2ccc(C(=O)O)cc2)ccc1OC	-0.4	-0.3	-9.8	2.8	.	.	0.1	0.7
NCCCC[C@H]1CNC(=S)N1CCc1cccc(F)c1	0.5	23.5	2.8	9.2	2.7	-5.3	0.0	1.6
Cc1ccc2ccc(C(Nc3ccccc3)c3ccc(Cl)cc3)c(O)c2n1 (centres undefined)	0.5	-8.6	0.8	.	.	.	.	-1.8
Nc1nnc(SCC(=O)NC2CCCCCCC2)s1	-0.9	-6.4	-6.9	3.5	-11.5	8.9	0.0	0.0
COc1ccc(CNC(=O)C(=O)NCC2OCCN2S(=O)(=O)c2ccc(C)cc2)cc1 (centres undefined)	1.9	-11.5	-3.6	-2.2	3.8	.	0.2	0.7
COc1cc(NC(=O)c2ccc(-c3cccc([N+](=O)[O-])c3)o2)ccc1NC(=O)C(C)C	1.3	6.1	5.8	-2.3	16.1	.	-0.1	-1.3
COCCNC(=O)Nc1ccc(F)cc1	2.2	-8.5	12.4	-5.5	-6.2	.	0.5	-0.8
COC(=O)c1ccccc1Oc1ccc(NC(=O)c2ccco2)cc1	.	-4.2	-15.1	-3.3	-13.6	26.6	0.3	-4.3
CC(C)CCNC(=O)CN(Cc1ccco1)C(=O)CCC(=O)Nc1nccs1	-0.6	-11.8	3.7	-4.6	1.4	8.1	-0.1	-2.7
O=C(COc1ccc(Br)cc1Cl)NC1CCN(Cc2ccccc2)CC1	0.2	-5.0	-12.9	1.2	1.9	-3.0	0.0	-3.0
O=C(NCc1ccncc1)C1Cc2c(-c3ccc4c(c3)OCO4)ccnc2O1 (centres undefined)	-0.5	-2.7	8.2	.	-3.9	4.4	0.0	-1.6
O=C(NCc1ccc(F)cc1)c1cc(S(=O)(=O)N2CCOCC2)ccc1F	.	.	-9.2	6.7	3.0	-3.8	.	.
CN1CCN(C(=O)C[C@H]2CC[C@H]3[C@@H](COC[C@@H](O)CN3Cc3ccc(Oc4ccccc4)cc3)O2)CC1	-4.2	22.3	3.6	-28.6	-9.5	4.5	0.0	0.4
COC(=O)c1c(C)[nH]c(C(=O)CN2C(=O)NC3(CCOc4ccccc43)C2=O)c1C (centres undefined)	1.6	-9.8	-7.4	1.9	-9.8	-2.7	0.0	-0.8
COCC(=O)Nc1ccc2c(c1)[C@@H]1C[C@H](CC(=O)N3CCOCC3)O[C@@H](CO)[C@@H]1O2	-0.5	3.3	6.1	9.7	-8.9	-3.0	0.0	1.0
COc1ccc(CN2CCCCC2C)cc1OC (centres undefined)	.	.	11.6	-3.4	-1.5	2.2	.	.
CCOc1ccc(NC(=O)CSc2nnc(CCNC(=O)c3ccc(OC)cc3)n2C)cc1	1.0	7.8	10.5	25.1	-2.2	10.5	.	-3.5
CC(C)(C)CC(=O)NC(=S)NCCc1ccccc1	2.2	-5.2	-18.8	-7.1	-6.9	14.9	.	1.5
Cc1ccc(N2C(=O)C(CN3CCCCC3)C2c2ccccc2)cc1 (centres undefined)	1.8	-15.7	-6.5	-7.4	.	.	0.0	0.1
COc1ccc(CN2C(=O)C(CC(=O)NC3CCCCC3)CC(C(=O)N(C)C)=C2C)cc1 (centres undefined)	-1.0	-11.0	15.1	.	-2.5	1.6	0.0	-3.0

Of the compounds above, these have an aryl thioether with sulfur outside any ring:
SMILES	CFTR F508del cor	RAD52 anneal inh	INS-1E GSIS act	ARNT TACC3 PPI	RAD54 inh	esBAF inh	XiGFP reactiv	ERAP1 inh
Cc1ccc(S(=O)(=O)NC(C)(C)CSc2ccccn2)cc1	.	.	23.1	-12.3	-1.8	.	0.6	.
Nc1nnc(SCC(=O)NC2CCCCCCC2)s1	-0.9	-6.4	-6.9	3.5	-11.5	8.9	0.0	0.0
CCOc1ccc(NC(=O)CSc2nnc(CCNC(=O)c3ccc(OC)cc3)n2C)cc1	1.0	7.8	10.5	25.1	-2.2	10.5	.	-3.5

Further structures follow:
SMILES	CFTR F508del cor	RAD52 anneal inh	INS-1E GSIS act	ARNT TACC3 PPI	RAD54 inh	esBAF inh	XiGFP reactiv	ERAP1 inh
Cc1c(C=O)c2ccccn2c1C(=O)c1ccncc1	.	.	38.9	1.7	5.3	-7.5	.	.
COc1ccc(OCC(=O)N2c3ccccc3CCc3ccccc32)cc1	.	.	10.6	-1.2	-4.8	.	0.1	.
Cc1ccc(S(=O)(=O)N(C)C)cc1NC(=S)Nc1ccc2cn[nH]c2c1	2.8	-15.6	0.6	1.4	.	.	-0.1	-0.4
Cc1noc(C)c1S(=O)(=O)N(C)C[C@H]1OCCCC[C@H](C)Oc2ccc(NC(=O)CCCN(C)C)cc2C(=O)N([C@H](C)CO)C[C@H]1C	0.5	-1.4	8.8	-12.0	5.8	6.0	-0.1	-0.7
Cc1noc(C)c1NC(=O)Nc1ccc2c(c1)C(=O)N([C@H](C)CO)C[C@@H](C)[C@H](CN(C)S(=O)(=O)c1ccccc1)OCCCC[C@@H](C)O2	2.5	20.8	-0.7	-1.7	1.8	1.4	0.2	2.5
Cc1ccccc1S(=O)(=O)N[C@H]1CC[C@@H](CCn2cc(-c3ccc(F)cc3)nn2)O[C@@H]1CO	-0.7	9.7	-11.8	0.0	-3.8	-8.1	0.6	-0.7

Filtered by structure: the entries above with bromine
SMILES	CFTR F508del cor	RAD52 anneal inh	INS-1E GSIS act	ARNT TACC3 PPI	RAD54 inh	esBAF inh	XiGFP reactiv	ERAP1 inh
CN1C(=O)c2cccc3c(Br)ccc(c23)C1=O	-1.5	-7.9	.	.	-4.5	.	0.0	-2.5
O=C(COc1ccc(Br)cc1Cl)NC1CCN(Cc2ccccc2)CC1	0.2	-5.0	-12.9	1.2	1.9	-3.0	0.0	-3.0

One compound at a time, from the list above. Screens in order: CFTR F508del cor	RAD52 anneal inh	INS-1E GSIS act	ARNT TACC3 PPI	RAD54 inh	esBAF inh	XiGFP reactiv	ERAP1 inh
Listed for Cc1noc(C)c1NC(=O)Nc1ccc2c(c1)C(=O)N([C@H](C)CO)C[C@@H](C)[C@H](CN(C)S(=O)(=O)c1ccccc1)OCCCC[C@@H](C)O2 → 2.5	20.8	-0.7	-1.7	1.8	1.4	0.2	2.5
Listed for Cc1ccc(S(=O)(=O)N(C)C)cc1NC(=S)Nc1ccc2cn[nH]c2c1 → 2.8	-15.6	0.6	1.4	.	.	-0.1	-0.4
